# Assay outcomes (PubChem BioAssay)
# CD11b adhes inh = inhibitors of CD11b/CD18 adhesion to fibrinogen, primary screen, K562 cells, luminescence; ATPlite luminescence; Mn2+ added to activate the integrin; inhibition, % at 10 µM; hit rate 0.54% among 93,000; AID 1497, 2009;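 active means primary inhibition of 50% or more at 10 µM, then 40% or more on retest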; further: some results filed as inactive read as strong as hits
# E coli WT exp = growth inhibitors of wild-type E. coli, primary screen, strain BW25113, expanded library, OD600. OD600 absorbance. growth inhibition, % at 100 µM. hit rate 0.15% among 98,000;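 active means growth inhibition above about 50% at one test dose, limit read from the data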;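 further: growth measured after 20 h incubation at 37 °C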
# PostGolgi yeast = phenotypic screen on post-Golgi transport, primary screen; post-Golgi transport phenotypic cell assay; inhibition, % at 10 µM; hit rate 0.9% among 98,000;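 further: yeast cells grown in 1536-well plates; yeast grown about 18 h at 30C before absorbance read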
# S1P2 blocker = human S1P2 receptor antagonists, primary screen, cell-based; Sphingosine 1-phosphate receptor 2 (Homo sapiens), O95136; cell-based S1P2 antagonist assay, inhibition at 5 uM; hit rate 0.21% among 97,000; inhibition, % at 5 µM; in the data active means inhibition above about 45%;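 further: CRE beta-lactamase reporter cells expressing human S1P2 stimulated with S1P; 0% = agonist at EC80 alone and 100% = agonist plus reference antagonist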
# Target sequence (O95136 whole entry, looked up): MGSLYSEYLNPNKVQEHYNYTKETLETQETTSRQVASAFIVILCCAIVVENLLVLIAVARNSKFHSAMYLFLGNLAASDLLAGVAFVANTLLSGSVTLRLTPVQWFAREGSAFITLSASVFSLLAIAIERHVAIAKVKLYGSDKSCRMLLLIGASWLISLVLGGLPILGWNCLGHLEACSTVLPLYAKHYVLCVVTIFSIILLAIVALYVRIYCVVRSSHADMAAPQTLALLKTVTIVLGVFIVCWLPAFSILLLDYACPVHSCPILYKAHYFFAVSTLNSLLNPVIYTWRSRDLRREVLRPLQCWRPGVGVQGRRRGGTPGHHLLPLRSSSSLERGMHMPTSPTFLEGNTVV
# PostGolgi ctrl = growth inhibition of yeast control strain, primary screen, counter-screen for post-Golgi transport modulator project; AID 738, 2007; efflux-deficient yeast background strain, growth absorbance A615, 16 h; hit rate 5% among 98,000; inhibition, % at 10 µM
# sEH act = soluble epoxide hydrolase activators, primary screen, biochemical, human sEH. Bifunctional epoxide hydrolase 2 (Homo sapiens), P34913. activation, % at 2 µM. AID 717, 2007. hit rate 0.04% among 91,000. purified human sEH enzymatic activity, activator screen; in the data active means activation above about 37%; further: values of inactives mirror those of a sister screen read the other way
# sEH inh = soluble epoxide hydrolase inhibitors, primary screen, biochemical, human sEH; Bifunctional epoxide hydrolase 2 (Homo sapiens), P34913; recombinant human sEH enzymatic activity assay; inhibition, % at 2 µM; hit rate 0.34% among 91,000; AID 707, 2007; in the data active means inhibition above about 80%; further: values of inactives mirror those of a sister screen read the other way; many of its hits are not listed in these tables
# PLAP act = PLAP enzyme activators, biochemical, luminescence, HTS; activation fold at 20 µM; hit rate 1.2% among 96,000; Alkaline phosphatase, placental type (Homo sapiens), P05187; purified PLAP enzyme, luminescent substrate read-out; active compounds read high; in the data active means activation fold above about 2
# Target sequence (P05187 whole entry, looked up): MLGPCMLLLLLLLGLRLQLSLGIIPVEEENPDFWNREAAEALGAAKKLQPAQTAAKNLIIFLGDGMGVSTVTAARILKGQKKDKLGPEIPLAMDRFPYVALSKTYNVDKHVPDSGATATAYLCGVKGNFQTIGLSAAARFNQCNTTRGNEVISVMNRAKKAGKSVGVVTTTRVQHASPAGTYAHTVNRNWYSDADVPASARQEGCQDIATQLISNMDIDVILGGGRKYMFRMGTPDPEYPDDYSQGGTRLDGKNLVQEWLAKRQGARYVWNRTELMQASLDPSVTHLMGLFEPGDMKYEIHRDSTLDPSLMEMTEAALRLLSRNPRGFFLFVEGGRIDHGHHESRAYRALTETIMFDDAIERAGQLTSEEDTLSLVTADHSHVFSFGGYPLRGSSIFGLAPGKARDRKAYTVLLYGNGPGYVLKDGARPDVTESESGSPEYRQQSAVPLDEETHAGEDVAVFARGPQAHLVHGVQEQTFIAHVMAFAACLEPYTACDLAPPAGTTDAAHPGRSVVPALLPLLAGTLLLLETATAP
# S1P2 agonist = S1P2 receptor agonists, primary screen, cell-based; Sphingosine 1-phosphate receptor 2 (Homo sapiens), O95136; S1P2-expressing cell line, agonist reporter read-out; activation, % at 4.5 µM; hit rate 0.46% among 97,000; AID 729, 2007; in the data active means activation above about 16%;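 further: 0% = vehicle low control and 100% = maximal reference agonist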
# An asterisk follows results filed as active; x = not tested or not shown. Unless noted, no stated cut-off is given here; in the data, active means inhibition above about 30%; inactive means the rest. Outcome played no part in choosing rows; any-hit rate near 7.1%.
SMILES,CD11b adhes inh,E coli WT exp,PostGolgi yeast,S1P2 blocker,PostGolgi ctrl,sEH act,sEH inh,PLAP act,S1P2 agonist
CN1CCN(C(c2cccc(C(F)(F)F)c2)c2nnnn2C(C)(C)C)CC1 (stereo not drawn),-8,8,3,-4,-12,14,-15,1.4,-5
COc1ccc(N2CCN(C(=O)CN(CCc3ccccc3)S(C)(=O)=O)CC2)cc1,-24,-1,3,9,20,-7,5,1.8,-2
Cc1ccc(C(C)NC(=O)c2ccco2)cc1C (stereo not drawn),-4,8,8,x,6,x,x,1,x
COC(=O)Cc1[nH]n(-c2nc3ccccc3s2)c(=O)c1C(C)=O,-2,-3,-9,-16,-3,0,1,1.1,1
CCn1c(/C=N/n2cnnc2)nc2ccccc21,-19,-2,0,8,6,x,x,0.9,-5
Cc1onc(-c2c(Cl)cccc2Cl)c1C(=O)c1c[nH]c(C(=O)NCCCN2CCOCC2)c1,x,6,13,-1,-3,-7,7,1.4,-2
COc1ccc(OC)c(S(=O)(=O)N(C)CC(=O)Nc2ccc3c(c2)OCCO3)c1,18,6,3,3,12,-2,-2,1,-1
Cc1csc(NC(=O)C2C3C=CC(C3)C2C(=O)O)n1 (stereo not drawn),-10,3,-8,-3,5,-4,7,1.1,0
CCc1nnc(NC(=O)Nc2ccc(OC)cc2)s1,-40,7,-6,-6,7,5,-5,0.9,-3
CCCn1cnc2c(sc3nc4c(cc32)CSC(C)(C)C4)c1=O,-31,7,7,11,12,6,-8,1,-5
CCOC(=O)CC1C(=O)NCCN1C(=O)c1ccc(F)cc1F (stereo not drawn),1,-2,-6,-7,-5,7,-10,1.1,-3
N#CC1(c2ccccc2)CCCN1C(=O)c1ccco1 (stereo not drawn),-1,0,7,26,11,0,1,0.9,-9
COC(=O)c1cc2c(cc1NC(=O)CSCCc1ccccn1)OCO2,-21,4,21,x,13,x,x,1,x
O=c1c2c(nc3cc(-c4ccccc4)[nH]n13)CCC2,6,-4,11,-3,9,x,x,1.1,-7
Cc1ccc(CNC(=O)CN2CCC(C(N)=O)CC2)cc1,-12,-1,3,6,0,15,-17,1.1,-1
CN1Cc2sc(N)c(C#N)c2CC1(C)C,-3,3,-9,-17,5,-1,1,1,-1
COc1ccc(CCNc2nc(-c3cccnc3)cs2)cc1OC,x,-1,19,-9,-3,1,-3,1,-3
O=C(c1nc2nc(-c3ccc(Cl)cc3)cc(C(F)(F)F)n2n1)N1CCOCC1,0,-2,-6,-2,6,-10,8,1.6,-6
C=CCn1cc(C(=O)NCc2cccnc2)c(=O)c2cc(S(=O)(=O)N(CC)CC)ccc21,-3,-1,-3,-23,5,2,0,1.6,-2
Cc1ccc(S(=O)(=O)N(CC(=O)N/N=C/c2ccco2)Cc2ccccc2)cc1,10,4,-3,2,7,1,-2,1.2,-2
N#Cc1nc(-c2ccco2)oc1NCCCN1CCOCC1,-9,3,1,16,-4,17,-20,1,-5
COC(=O)CNS(=O)(=O)c1ccc(C)cc1,-25,8,-6,-5,-2,11,-13,0.9,-3
CCCNC(=O)c1cc2nc(-c3ccccc3)cc(C(F)(F)F)n2n1,x,x,x,-15,x,12,-12,x,-4
O=C(CSCC(=O)NC1CC1)Nc1ccccc1,-14,2,24,-9,5,x,x,1.4,-9
CC(=O)Nc1ccc(S(=O)(=O)Nc2ccc(S(=O)(=O)N3CCCC3)cc2)cc1,x,x,x,-5,x,-9,14,x,-7
# (further entries)
SMILES,CD11b adhes inh,E coli WT exp,PostGolgi yeast,S1P2 blocker,PostGolgi ctrl,sEH act,sEH inh,PLAP act,S1P2 agonist
CC(C)CCNc1nc2c(c(=O)[nH]c(=O)n2C)n1CC(O)COC(C)C (stereo not drawn),-24,0,2,10,-5,-8,6,0.9,-1
CC(=O)Nc1ccc(S(=O)(=O)NCc2csc(-c3cccnc3)n2)cc1,-23,3,-8,-7,2,12,-8,0.9,-1
Cc1ccc(S(=O)(=O)NCCC(=O)O)cc1,13,-10,-2,-44,-1,-2,3,0.9,-1
Cc1c(CN2CCC(C)CC2)c(=O)n(-c2ccccc2)n1C,-3,3,1,4,14,x,x,1.1,-7
O=C(N/N=C/c1ccc(-c2cccc(C(F)(F)F)c2)o1)c1cccc(F)c1,17,-6,36*,-1,37*,-48,48,1.1,-11
COc1ccc(CC(=O)Nc2cc(C)ccn2)cc1,-2,11,3,14,-2,3,-4,0.9,-2
O=C(CSc1nnnn1Cc1ccccc1)Nc1ccc2c(c1)OCO2,-6,7,16,-18,6,-33,32,0.9,-3
CCOc1ccc(C(=O)COC(C)=O)cc1,x,7,5,11,4,4,-4,1,-5
COc1cc(C(=O)N2CCN(S(=O)(=O)c3ccc(C)cc3)CC2)ccc1OCc1c(C)noc1C,-6,-6,-1,3,4,x,x,1.7,-3
Cc1cccc(NC(=O)/C(=C\c2ccco2)NC(=O)c2ccccc2)c1,19,-2,19,-18,2,11,-15,0.8,-4
COc1ccc(NC(=O)NCCN2CCN(c3cccc(Cl)c3)CC2)cc1,8,4,43*,x,42*,x,x,1.2,x
CCc1cc(=O)oc2cc(OCC(N)=O)c(Cl)cc12,2,5,7,-14,5,-3,3,0.7,-3
O=P(COc1ccccc1)(c1ccccc1)c1ccccc1,x,3,0,-3,8,-11,15,0.9,-4
Cc1nn2c(-n3ccnc3)c3c(nc2c1-c1ccccc1)CCC3,6,1,74*,23,81*,x,x,1.1,-5
Cc1cccnc1Sc1c([N+](=O)[O-])ncn1C,-2,18,6,3,7,-7,9,1,-4
Cc1ccnc2c(N3C(=O)C4C5c6ccccc6C(c6ccccc65)C4C3=O)cccc12 (stereo not drawn),21,-5,69*,19,74*,14,-13,1.1,-7
CCN1C(=O)C2(SC(NC(C)=O)=NN2C(C)=O)c2cc(C)ccc21 (stereo not drawn),x,2,1,-15,-7,15,-12,1.1,-1
Cc1ccc(C)c(N(C(=O)Cn2nnc3ccccc32)C(C(=O)NCc2ccco2)c2ccncc2)c1 (stereo not drawn),2,1,3,6,10,-2,3,1.1,-5
COC(=O)c1sccc1NC(=O)c1cc(C)on1,3,1,-2,-12,16,14,-11,1,-2
O=C(NCCN1CCc2ccccc2C1)Nc1ccc(F)cc1,-10,16,-4,x,3,x,x,1,x
COc1ccc(CCNc2nnc(Sc3nnnn3-c3ccccc3)s2)cc1OC,-7,-6,19,10,4,-14,13,1.4,-9
O=C1CC(N2CCOCC2)C(=O)N1c1ccc2c(c1)OCO2 (stereo not drawn),0,2,-2,12,6,4,-2,0.9,-7
COc1cc2c(cc1NC(=O)CSc1nnnn1-c1ccccc1)oc1ccccc12,-5,-9,0,9,-1,0,2,0.8,-8
COc1c(F)c(F)c(C(=O)Nc2ccc(N3CCN(C(C)=O)CC3)c(Cl)c2)c(F)c1F,8,-5,-3,-26,9,-15,14,1.3,-4
C=CCNC(=O)c1ccc(C)cc1Cl,-4,4,4,3,-1,x,x,1,-1
# Carrying on.
SMILES,CD11b adhes inh,E coli WT exp,PostGolgi yeast,S1P2 blocker,PostGolgi ctrl,sEH act,sEH inh,PLAP act,S1P2 agonist
Cc1ccccc1CNC(=O)c1ccccc1C(=O)O,x,x,x,0,x,3,0,x,-1
COc1ccc2[nH]c(=O)c(CN(C(=O)c3cccnc3)c3ccccc3)cc2c1,-2,-4,-11,-21,6,12,-12,1,0
C=CCOC(=O)COc1ccc2c(C)c(C)c(=O)oc2c1,2,-5,-5,x,11,x,x,1.1,x
Cc1cc(C)c(C#N)c(Oc2ccccc2)n1,x,8,-2,-5,-5,2,-1,0.9,-1
COc1cccc(OCc2nc3c4cnn(-c5ccccc5)c4ncn3n2)c1,0,-15,0,9,2,-3,5,0.8,-4
CCOC(=O)CSc1nnc(-c2ccc(S(=O)(=O)NCc3cccs3)cc2)o1,x,x,x,-11,x,13,-10,x,-3
Cn1c(N)c(C(=O)Nc2ccc3ccccc3c2)sc1=S,1,3,-5,16,-2,-22,23,1,-4
Cn1c(NCC(O)c2ccccc2)nc2c1c(=O)n(Cc1ccc(Cl)c(Cl)c1)c(=O)n2C (stereo not drawn),x,x,x,10,x,-10,10,x,-8
CCOc1ccc(C(=O)N2CCN=C2SC)cc1OCC,-14,-3,-9,-8,8,0,3,1,-6
COn1c(=O)c(=O)n(OC)c2ccccc21,-6,-3,2,20,4,-1,-2,1,-4
O=C(c1ccccc1)c1ccc(N2CCCC2)cc1,0,3,-2,-13,8,x,x,1,-2
COC(=O)c1cc(-c2ccc(OC)c(OC)c2)on1,6,8,4,-26,-11,28,-25,1.1,7
Cc1ccc(S(=O)(=O)NC2CCC(C(=O)O)CC2)cc1 (stereo not drawn),10,-6,21,-1,2,3,-5,1.1,-4
c1coc(Cn2nnnc2CN2CCN(C3CCCCC3)CC2)c1,-5,1,-1,x,4,x,x,1.4,x
O=C(NCc1ccccn1)c1cn(CCc2ccccc2)nn1,-16,2,3,11,9,-11,11,1.1,2
Cc1cccc(C)c1NC(=O)CCCSc1nnnn1C,-14,-3,-2,0,8,0,-1,1,5
CCOC(=O)Nc1ccc2c(c1)N(C(=O)CCN(C)C)c1ccccc1S2,x,4,-3,-5,0,-1,1,1.2,-8
O=C1CCC(=O)N1CCOP1(=O)COc2ccccc2OC1,13,-3,-7,-2,0,8,-8,1,-1
Cc1c(C(=O)Nc2ccccc2)sc2nc(-c3ccccc3)cn12,-15,-6,-3,4,19,9,-8,0.4,-15
CCOC(=O)C1CCN(S(=O)(=O)c2c(C)[nH]c(=O)[nH]c2=O)CC1,-5,9,1,x,-9,x,x,0.8,x
COc1ccc(-c2nn(-c3ccccc3)cc2/C=N/NS(=O)(=O)c2ccccc2)cc1,3,-5,13,7,11,-9,11,1.1,-9
O=C(Nn1c(-c2ccccc2)nc2ccccc2c1=O)c1ccco1,-9,1,0,11,9,x,x,1.1,-4
Cc1nn(-c2cccc(Cl)c2)c2c1C(c1cccnc1)C(C#N)=C(N)O2 (stereo not drawn),-18,-5,-2,-6,3,-2,1,1.1,-4
CCN(c1cccc(C)c1)S(=O)(=O)c1cccc(C(=O)O)c1,5,-4,10,8,3,-3,3,1.4,-7
CCc1ccccc1N(CC(=O)N/N=C/c1ccc(OC(=O)OC)c(OC)c1)S(C)(=O)=O,1,7,-4,-11,16,-2,5,1.5,-2

# Fetched one by one from the list above:
SMILES,CD11b adhes inh,E coli WT exp,PostGolgi yeast,S1P2 blocker,PostGolgi ctrl,sEH act,sEH inh,PLAP act,S1P2 agonist
CCOC(=O)C1CCN(S(=O)(=O)c2c(C)[nH]c(=O)[nH]c2=O)CC1,-5,9,1,x,-9,x,x,0.8,x
Cc1c(C(=O)Nc2ccccc2)sc2nc(-c3ccccc3)cn12,-15,-6,-3,4,19,9,-8,0.4,-15
O=C(c1ccccc1)c1ccc(N2CCCC2)cc1,0,3,-2,-13,8,x,x,1,-2
O=C(NCc1ccccn1)c1cn(CCc2ccccc2)nn1,-16,2,3,11,9,-11,11,1.1,2
COc1cccc(OCc2nc3c4cnn(-c5ccccc5)c4ncn3n2)c1,0,-15,0,9,2,-3,5,0.8,-4

# Going on with the list.
SMILES,CD11b adhes inh,E coli WT exp,PostGolgi yeast,S1P2 blocker,PostGolgi ctrl,sEH act,sEH inh,PLAP act,S1P2 agonist
COc1ccc(NC(=O)c2cc(-c3ccc(C)o3)nc3ccccc23)cc1OC,-16,-8,-10,-28,-2,-3,4,1.3,-8
Cc1nc(-c2cccc(NS(C)(=O)=O)c2)cs1,-3,-9,-3,3,10,2,0,0.9,3
Cc1cccc(C(=O)Nc2cc(OCc3cccc(F)c3)c(Cl)cc2Cl)c1,2,-8,-9,7,10,8,-5,0.8,-5
c1ccc(CN2CCN(C(c3ccccc3)c3nnnn3Cc3ccccc3)CC2)cc1 (stereo not drawn),x,x,x,-2,x,13,-14,x,-4
COc1cc2nc(SCc3ccc(Cl)cc3Cl)n(Cc3cccs3)c(=N)c2cc1OC,x,-7,-4,16,6,-12,11,1.2,-6
Nc1nonc1C(=O)NCCNCc1cc(Br)ccc1OCc1ccc(F)cc1,15,-3,1,29,18,12,-12,1,-8
